Bioassay records deposited in PubChem BioAssay by several laboratories.
phage Ecoli inh: growth loss of phage-infected E. coli, primary screen, RecBCD inhibitor project, absorbance, with phage, HTS; inhibition, % at 11.9 µM; actives 0.26% (n = 360,000); in the data active = inhibition above about 11%
HTR5A inv ag: HTR5A inverse agonists in luminescence cell assay, primary screen, counter-screen for OPRM1-OPRD1 heterodimer inverse agonist project, full-deck HTS | 5-hydroxytryptamine receptor 5A (Homo sapiens), P47898 | HTR5A cell line, inverse agonism | inhibition, % at 9.3 µM | actives 0.083% (n = 340,000) | AID 504634, 2011; in the data active = inhibition mostly above about 23%, no sharp cut-off; inactive = mostly below about 18%;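 also: 0% = cells with DMSO and 100% = no-cell wells with DMSO; some compounds called inactive have numbers as strong as hits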
Target sequence (P47898 whole entry, looked up): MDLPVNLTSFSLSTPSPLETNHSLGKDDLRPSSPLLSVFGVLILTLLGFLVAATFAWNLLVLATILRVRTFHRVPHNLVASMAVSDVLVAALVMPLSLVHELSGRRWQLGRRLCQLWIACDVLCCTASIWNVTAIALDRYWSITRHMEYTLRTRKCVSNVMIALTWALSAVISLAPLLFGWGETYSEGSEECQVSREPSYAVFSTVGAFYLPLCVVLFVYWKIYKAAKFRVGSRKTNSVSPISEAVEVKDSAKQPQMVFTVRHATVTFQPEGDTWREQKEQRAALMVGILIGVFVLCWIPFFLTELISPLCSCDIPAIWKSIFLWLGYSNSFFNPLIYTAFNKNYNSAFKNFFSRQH
PKA-R2B act: activators of PKA-R2B holoenzyme, primary screen, biochemical, fluorescence polarization, Cy5-IP20, human; cAMP-dependent protein kinase catalytic subunit beta (Homo sapiens) + cAMP-dependent …; PKA-R2B holoenzyme dissociation; R2B truncated from residue 108, S112A mutant; 0% DMSO only, 100% 113 µM cGMP; activation, % at 11.4 µM; actives 0.079% (n = 340,000); AID 504700, 2011;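 active = activation above a cutoff set at the mean over all compounds plus 3 SD, cut at about 18% in these data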;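 also: higher means more holoenzyme dissociation and a rise in polarization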
Target sequence (P31323 whole entry, looked up, other chains not shown, the tested form may be a part): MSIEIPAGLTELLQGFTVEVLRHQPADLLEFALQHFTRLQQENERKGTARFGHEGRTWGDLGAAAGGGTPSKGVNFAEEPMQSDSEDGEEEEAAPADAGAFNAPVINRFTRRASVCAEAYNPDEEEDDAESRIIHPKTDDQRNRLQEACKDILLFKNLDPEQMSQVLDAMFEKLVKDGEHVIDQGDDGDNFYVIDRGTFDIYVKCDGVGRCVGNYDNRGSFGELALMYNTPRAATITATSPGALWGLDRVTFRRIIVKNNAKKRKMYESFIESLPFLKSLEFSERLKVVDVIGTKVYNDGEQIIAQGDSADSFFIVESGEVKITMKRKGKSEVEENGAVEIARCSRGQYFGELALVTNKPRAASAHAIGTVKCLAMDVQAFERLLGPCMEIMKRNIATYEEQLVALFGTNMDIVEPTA
AddAB inh: growth inhibition of E. coli expressing H. pylori AddAB, primary screen, AddAB inhibitor project, absorbance | inhibition, % at 11.9 µM | actives 0.29% (n = 330,000); in the data active = inhibition above about 12%;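 also: 0% = vehicle wells of infected cells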
PfHsp90 yeast 2: growth inhibition of PfHsp90-expressing yeast, primary screen, antimalarial PfHsp90 inhibitor project, S. cerevisiae, BacTiter-Glo luminescence, single point, set 2; BacTiter-Glo ATP, 48 h; yeast lacking PDR1 and PDR3 efflux regulators; inhibition, % at 9.4 µM; actives 0.32% (n = 310,000);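 active = every replicate shows inhibition above about 80%, whatever the replicate mean, limit read from the data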;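 also: 0% = DMSO neutral controls and 100% = 20 µM radicicol positive controls; yeast relying on Plasmodium falciparum Hsp90 in place of its own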
MOR-DOR ag: agonists of OPRM1-OPRD1 heterodimerization, primary screen, cell-based, luminescence; cells; activation, % at 9.3 µM; actives 0.3% (n = 340,000); AID 504326, 2011; in the data active = activation above about 18%;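 also: 0% = vehicle-treated cells and 100% = reference agonist; values of inactives mirror those of a sister screen read the other way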
Tat export inh: E. coli Tat export inhibitors, primary screen, MC4100, TorA-mCherry reporter, fluorescence, single point; AID 488895, 2010; inhibition, % at 10 µM; actives 0.036% (n = 340,000);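 active = mean replicate inhibition at least 50% and at least half of replicates individually reaching 50%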;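 also: exported cargo escapes ClpAP degradation while cytoplasmic cargo is degraded and loses fluorescence; 0% = median of neutral control wells and 100% = median of NaSCN control wells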
E coli growth: E. coli V3065 growth inhibition, primary screen, counter-screen for AddAB inhibitor project, absorbance, OD600. actives 0.27% (n = 330,000). AID 449728, 2010. inhibition, % at 11.9 µM. 18 h;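 active = inhibition above the campaign's mean inhibition across all tested compounds plus 3 SD, cut at about 9.9% in these data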;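 also: uninfected addAB+ strain grown without phage in ampicillin broth; 0% = DMSO wells and 100% = ciprofloxacin 0.95 µg/ml wells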
Mot1-301 SUMO: yeast Mot1-301 growth rescue at high temperature, primary screen, SUMOylation pathway inhibitor project, S. cerevisiae, ATP luminescence, 38.5C. S. cerevisiae Mot1-301 growth rescue; percent above DMSO median, 100 means doubled. growth rescue, % at 18.8 µM. actives 1% (n = 320,000). AID 2716, 2010;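 active = every valid replicate shows activation above 250% relative to neutral control wells; inactive = the rest, any valid replicate at or below 250%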;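 also: OY570 slx delta 5 strain wells were the positive control but not used for scaling; some compounds called inactive have numbers as strong as hits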
PKA-R1A act: activators of PKA-R1A holoenzyme, primary screen, biochemical, fluorescence polarization, Cy5-IP20, bovine R1A, mouse PKAc; PKA-R1A dissociation; scaled: DMSO 0%, 113 µM cGMP 100%; actives 0.083% (n = 340,000); activation, % at 11.4 µM; cAMP-dependent protein kinase type I-alpha regulatory subunit (Bos taurus) + …;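 active = percent activation above the mean of all tested compounds plus 3 SD, cut at about 19% in these data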;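 also: higher means more PKAc released from R1A so a rise in polarization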
OPRM1-OPRD1 inv: inverse agonists of MOR-DOR heterodimerization, primary screen, cell-based, luminescence; Mu-type opioid receptor (Homo sapiens) + Delta-type opioid receptor (Homo sapiens), …; cell-based MOR-DOR heterodimer luminescence, inverse agonism; inhibition, % at 9.3 µM; actives 0.21% (n = 340,000); AID 504357, 2011; in the data active = inhibition above about 22%, passing the limit was not always enough;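 also: 0% = cells with DMSO and 100% = wells without cells with DMSO; values of inactives mirror those of a sister screen read the other way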
* hit, by the source's call; nt = not tested or not shown.

SMILES | phage Ecoli inh | HTR5A inv ag | PKA-R2B act | AddAB inh | PfHsp90 yeast 2 | MOR-DOR ag | Tat export inh | E coli growth | Mot1-301 SUMO | PKA-R1A act | OPRM1-OPRD1 inv
O=C(O)CCn1c(O)c(C=C2N=c3ccccc3=N2)sc1=S | -2.6 | -5 | 3 | 0.5 | 13 | 0.6 | -25 | 1.3 | 3 | 3 | -3
CCCCn1c(N)c(N(CCC(C)C)C(=O)COC(=O)c2sccc2C)c(=O)[nH]c1=O | 7.4 | 17 | 8 | -0.9 | 19 | -1.0 | -1 | 0.3 | -12 | 1 | 4
Oc1ccc(C[C@@H]2CNCCN2CCc2cccc(F)c2)cc1 | 2.4 | -20 | -5 | 1.0 | -3 | -3.0 | -10 | 0.8 | -12 | 12 | 17
O=C(c1ccc(COc2c(F)c(F)cc(F)c2F)o1)N1CCN(c2ccccc2)CC1 | 2.4 | -30 | -14 | 3.4 | -8 | -0.4 | 9 | 2.2 | 44 | -4 | 2
OCCc1c[nH]c2ccccc12 | 2.1 | 3 | 4 | 3.9 | 5 | 0.2 | 9 | 0.2 | -6 | -6 | -1
CCc1ccc(NC(=S)N2CCN(S(=O)(=O)c3ccccc3)CC2)cc1 | -3.3 | 12 | -6 | nt | 36 | 0.6 | -5 | nt | 19 | -3 | -2
Cc1ccc(C(=O)NCCN2CCN(C(=O)c3ccc(C)c(C)c3)CC2)cc1C | 5.3 | -8 | -5 | nt | 9 | -1.6 | 2 | nt | nt | -2 | 8
O=C(c1ccc(-n2cnnn2)cc1)N(C1CCCCC1)C1CCCCC1 | 3.7 | -3 | -13 | 1.7 | -6 | -3.7 | 1 | -2.2 | -9 | -3 | 21
Cc1c(S(=O)(=O)NCCc2ccccc2)c(=O)n(C)c(=O)n1C | -1.2 | -3 | 2 | 0.4 | -17 | -0.4 | -3 | -0.2 | -3 | -2 | 2
NC(=O)c1ccccc1NS(=O)(=O)Cc1ccccc1 | 2.4 | -28 | -8 | 1.1 | 4 | -1.4 | 0 | 1.1 | 8 | -4 | 8
CCCc1nc2ccccc2c(C(=O)O)c1CC | 1.3 | 12 | 9 | 1.9 | -5 | 1.5 | 1 | 0.6 | -7 | -2 | -8
CS(=O)(=O)Nc1ccccc1C(=O)N1CCOCC1 | 1.7 | -17 | 15 | 3.3 | nt | 0.0 | -1 | -0.4 | -10 | 3 | 0
CCc1c(C)nc2[nH]nc(-c3ccccc3)n2c1=O | 2.2 | -17 | 6 | 4.2 | 44 | -0.7 | -3 | -1.6 | -11 | 0 | 3
O=C(COC(=O)C12CC3CC(CC(O)(C3)C1)C2)NC(=O)NCc1ccco1 | 1.9 | -9 | -8 | 3.8 | 7 | -1.6 | -1 | -2.2 | 4 | -1 | 7
CCOC(=O)c1c(-c2ccc(OC)cc2)oc2ccc(O)cc12 | 0.6 | -3 | -8 | -0.7 | -17 | 1.2 | 11 | -2.2 | 0 | 3 | -6
COc1cc(C2SCC(=O)N2Cc2ccccc2)ccc1O (stereo not given) | -0.9 | -4 | 0 | -0.8 | 9 | -1.3 | -7 | -3.0 | 6 | -1 | 6
COc1ccc(C(=O)O/N=C(\C)c2nccs2)cc1 | 3.7 | 9 | -10 | 0.2 | 5 | -0.5 | -9 | -0.8 | -47 | -13 | 3
CCOC(=O)c1sc(=NC(=O)c2ccc(S(=O)(=O)N(C)c3ccccc3)cc2)n(C)c1C | 4.0 | -7 | 4 | 3.3 | -2 | -3.0 | -11 | 1.6 | 21 | 2 | 15
CC(C)C[C@@H](CN=[N+]=[N-])N1CCN(Cc2ccccc2)CCC1=O | -0.1 | 14 | -1 | -0.3 | nt | 0.5 | 11 | -17 | -1 | 6 | -3
COc1ccc(Nc2ncc(C(=O)N3CCC(C(N)=O)CC3)c3ccccc23)cc1 | 3.9 | -4 | -3 | 1.9 | -25 | -2.7 | -4 | -1.1 | -15 | 1 | 17
Cn1cccc1CC(=O)NNC(=S)Nc1ccc(F)cc1 | 4.3 | 12 | 6 | -4.2 | -4 | -2.1 | -10 | -2.5 | 13 | -2 | 14
COCCN(C(=S)Nc1cccc(OC)c1)C1CCN(C(C)=O)CC1 | 4.0 | -25 | -8 | 3.5 | -13 | -0.9 | -11 | -0.9 | 159 | 4 | 5
COc1ccc(C(=O)NCCc2nnc3ccc(SCC(=O)NCc4ccccc4)nn23)cc1 | 0.2 | 9 | -8 | 0.2 | -4 | -1.8 | -5 | -0.5 | 16 | 0 | 6
Cc1ccc(NC(=S)NN(C)c2cc(C)nc(C)n2)cc1 | 5.6 | 12 | -5 | 0.9 | 1 | -2.3 | 2 | -2.8 | -17 | -2 | 11
COc1ccc(C2C3C(=O)N(N(C)c4ncc(C(F)(F)F)cc4Cl)C(=O)C3ON2C)cc1 (stereo not given) | 3.5 | -4 | 9 | 2.4 | -11 | 3.1 | -2 | -0.6 | 5 | 1 | -18

Among those listed so far, these have a COOH group.
SMILES | phage Ecoli inh | HTR5A inv ag | PKA-R2B act | AddAB inh | PfHsp90 yeast 2 | MOR-DOR ag | Tat export inh | E coli growth | Mot1-301 SUMO | PKA-R1A act | OPRM1-OPRD1 inv
O=C(O)CCn1c(O)c(C=C2N=c3ccccc3=N2)sc1=S | -2.6 | -5 | 3 | 0.5 | 13 | 0.6 | -25 | 1.3 | 3 | 3 | -3
CCCc1nc2ccccc2c(C(=O)O)c1CC | 1.3 | 12 | 9 | 1.9 | -5 | 1.5 | 1 | 0.6 | -7 | -2 | -8

Carrying on:
SMILES | phage Ecoli inh | HTR5A inv ag | PKA-R2B act | AddAB inh | PfHsp90 yeast 2 | MOR-DOR ag | Tat export inh | E coli growth | Mot1-301 SUMO | PKA-R1A act | OPRM1-OPRD1 inv
CCOC(=O)NC(=O)CSc1nnc(C2CC2)n1Cc1ccco1 | 2.2 | -14 | -5 | 0.6 | -10 | -2.2 | -1 | -1.4 | -4 | -6 | 11
O=C(CSc1ncccc1-c1nc2ccccc2[nH]1)NC1CC1 | 0.7 | 19 | 3 | -0.8 | 13 | -1.4 | -3 | -0.2 | -1 | -6 | 7
Cn1cccc1C(=O)NCC1CCCCC1 | 0.9 | 11 | 5 | -0.4 | -3 | -3.5 | 6 | 0.2 | -13 | -9 | 19
CC1CN(C(=S)Nc2ccccc2C(F)(F)F)CC(C)O1 (stereo not given) | 2.6 | 18 | -7 | -2.2 | -20 | -6.0 | 5 | -3.1 | 1 | -6 | 20
Cc1ccc(C2=[N+]([O-])C3(CCCCC/C3=N\O)N(O)C2(C)C)o1 (stereo not given) | 1.5 | 6 | -9 | 5.1 | 7 | -2.2 | 3 | -0.3 | 17 | 0 | 10
CC(=O)Oc1cccc(N2C(=O)c3ccccc3C2=O)c1 | 3.4 | -3 | -3 | 2.9 | -36 | -2.0 | -1 | -0.9 | -19 | -4 | 12
Cc1nn(C)c(C)c1NC(=O)COc1ccc(Cl)cc1Br | 0.6 | -22 | -9 | 1.6 | -15 | -0.4 | 10 | 1.2 | -11 | 6 | 2
O=C1CC(c2ccccc2Cl)C2=C(COC2=O)N1 (stereo not given) | 3.8 | -2 | 11 | 2.8 | -3 | -3.6 | 6 | 2.2 | nt | -3 | 18
COc1cc(C)c(Br)cc1S(=O)(=O)NCCN1CCOCC1 | 4.0 | -4 | -15 | 3.1 | 11 | -1.9 | -1 | 1.8 | -12 | -16 | 10
O=C(NC1CCCC1)C1C2C=CC3(CN(Cc4cccs4)C(=O)C13)O2 (stereo not given) | 1.3 | -6 | 2 | 3.0 | 5 | -1.4 | 0 | 1.9 | -16 | 0 | 9
CN(c1nc(-c2ccc(Br)cc2)cs1)C1CCS(=O)(=O)C1 (stereo not given) | 3.4 | -10 | 5 | 1.4 | 23 | -0.4 | -3 | -0.7 | -21 | -6 | 2
COc1cccc(CC2(CO)CCCN(Cc3cn[nH]c3-c3ccccc3)C2)c1 (stereo not given) | 4.8 | 16 | -16 | 3.0 | -3 | 1.4 | -7 | -1.9 | 0 | -4 | -10
COc1ccc(NC(=O)CN(C)C(=O)Cc2c[nH]c3ccccc23)cc1 | 2.2 | -2 | -6 | 1.6 | 1 | -2.4 | -1 | 1.8 | -4 | -18 | 10
CC(C(=O)NCc1ccccc1)N1C(=O)CN(C)C(=O)c2ccccc21 (stereo not given) | 0.8 | -22 | -20 | 2.5 | 8 | -1.6 | 4 | 2.1 | nt | -13 | 10
Cn1ccnc1SCC(=O)Nc1cccc2ccccc12 | 1.2 | -5 | 6 | 1.6 | nt | -4.6 | 12 | 0.0 | 147 | -6 | 21
Cn1c(=O)c(-c2ccccc2[N+](=O)[O-])c(Cl)c2ccccc21 | 1.9 | 0 | 3 | 2.0 | 19 | -1.9 | -1 | -1.5 | -10 | 3 | 10
O=C(C1CCC(=O)N1Cc1ccccc1Cl)N1CCN(c2cccc(Cl)c2)CC1 (stereo not given) | 3.1 | -8 | 0 | 2.2 | 3 | 1.0 | 3 | 2.2 | -5 | 9 | -6
COc1ccc(CCN2C(=O)NC(NC(=O)C(C)(C)C)(C(F)(F)F)C2=O)cc1OC (stereo not given) | 0.7 | 15 | -2 | 4.3 | 6 | -0.5 | -10 | 2.6 | 15 | -10 | 2
Cc1ccc(S(=O)(=O)NC(C)(C)C)cc1C(=O)OC(C)C(=O)NC1CC1 (stereo not given) | 2.4 | -6 | -8 | -1.7 | 3 | -1.3 | 2 | -0.9 | -13 | -14 | 8
O=C(NCc1ccco1)c1ccccc1NS(=O)(=O)c1ccc(Br)s1 | -0.5 | -3 | 0 | -1.3 | nt | -2.2 | 0 | 0.8 | 0 | -4 | 10
C=CC1=CCN(S(=O)C(C)(C)C)[C@@H]1CCO (stereo not given in full) | 2.5 | 5 | 4 | nt | 18 | -1.1 | -3 | nt | nt | 0 | 5
Cc1ccc(OCCNC(=O)CCc2ccccc2)cc1C | 0.1 | -30 | -7 | 1.6 | -8 | -1.9 | 3 | -1.7 | -9 | 4 | 9
O=c1c2ccccc2ncn1CCCCOc1ccc(Br)cc1 | 0.4 | -16 | -1 | 3.5 | 19 | -0.5 | 5 | 2.1 | -6 | -9 | 3
Cc1ccc(NS(=O)(=O)c2ccc(NC(=O)CSc3ccc(Cl)cc3)cc2)c(C)c1 | 1.1 | -13 | -12 | -0.2 | 3 | 9.5 | -19 | -1.1 | 0 | 4 | -56
O=C(O)c1ccccc1CSc1nnc2c(n1)[nH]c1ccccc12 | 0.6 | -4 | -5 | 1.0 | 10 | 0.5 | -2 | -0.3 | 2 | -2 | -3
Nc1nc(-c2ccccc2Br)cs1 | 4.0 | -24 | -3 | -0.5 | -3 | 3.6 | -8 | 0.0 | -18 | 6 | -20
